Source: PubChem BioAssay
Lamin A splicing: changes lamin A minigene splicing in HeLa cells; Potency, µM (highest dose often 46.1 µM), for the others: at the highest dose ratio change, negative = inhibition, actives largely listed as inhibitors; 200,000 compounds, 0.01% hits; AID 1487; HeLa LMNA splicing GFP/RFP minigene ratio, 48 h; active means well fitted inhibition curve with a large enough effect in the signal ratio, with a control signal flat, not every such curve was filed as active; inconclusive means small, poorly fitted or top-dose-only effect, or effect the other way, or a change in a side signal; the % refers to the signal ratio
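S3 HeLa cells stably expressing lamin A-EGFP splicing minigene plus DsRed2, 600 cells/well, 48 h compound exposure at 37C. Laser-scanning cytometry; analysed as GFP (500-530 nm)/RFP (575-640 nm) total intensity ratio; 0.5% DMSO vehicle.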
Tau fibril ThT: tau fibrillization inhibition (ThT binding); recombinant tau K18 P301L (four-repeat tau fragment), heparin-induced fibrillization, ThT fluorescence; Potency, µM (titrated, usually from 57.4 µM), for the others: at the highest dose activity, negative = inhibition, usual class: inhibitors; 270,000 compounds, 2.1% hits; AID 1460; active means well fitted inhibition curve with a large enough effect; inconclusive means small, poorly fitted or top-dose-only effect; further: nearly all actives have a fitted effect of over 55% in size
Target sequence (P10636 561-689 P618L limits assumed): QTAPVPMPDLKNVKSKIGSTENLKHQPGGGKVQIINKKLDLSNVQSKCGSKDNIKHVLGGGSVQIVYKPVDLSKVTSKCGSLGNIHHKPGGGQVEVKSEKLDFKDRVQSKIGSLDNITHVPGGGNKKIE
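Heparin-induced (20 uM) aggregation of recombinant human K18 P301L tau, 15 uM unlabeled with 0.24 uM labeled, pH 7 acetate buffer, 6 hr at 37 C with compound. Fibrils quantified by 30 uM ThT fluorescence after 1 hr ambient incubation.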
The depositor's hits bear a star; ? = inconclusive; [ ] = remark or other dose. On the % scale 0 is the no-effect control and ±100 the full control effect; potency means the concentration at half of the fitted maximal effect. Not all compounds are listed; the hit share may differ from the screen's.

SMILES	Lamin A splicing	Tau fibril ThT
COc1ccc(Cn2c(CNC(=O)Cc3ccc(OC)c(OC)c3)nc3cccnc32)cc1	8%[46 µM]	-11%
Cc1ccc(C)c(N2CCN(C(=O)c3cc(C)nc4c3c(C)nn4-c3cccc(F)c3)CC2)c1	?	-11%
Cc1ccccc1-c1nc2scc(CCNC(=O)c3ccco3)n2n1	-2%[46 µM]	-1%
COC(=O)c1sc2cccc(F)c2c1S(=O)(=O)N1CCN(c2cccc(C)c2)C(C)C1 (stereo not drawn)	0%[46 µM]	-6%
CCC(=O)N1CCc2cc(CNC(=O)Nc3cc(C)ccc3C)ccc21	16%[46 µM]	?
CCOc1ccc(C(=O)Nc2c(C(=O)N3CCN(c4ccccc4F)CC3)oc3ccccc23)cc1	0%[46 µM]	?
COc1ccc(Nc2ncnc3onc(C)c23)c(OC)c1	-1%[46 µM]	-13%
O=C(CSc1nnc(NC(=O)Nc2ccccc2)s1)Nc1cccc(F)c1	-6%[46 µM]	11%
COc1ccccc1CCNC(=O)C(=O)NCC(c1cccs1)S(=O)(=O)c1ccccc1 (stereo not drawn)	-6%[46 µM]	-13%
CCCCCOC(=O)c1ccc(OC(=O)c2sc3ncn(Cc4cccc(F)c4)c(=O)c3c2C)cc1	11%[46 µM]	-2%
CN(C)c1ccc(CNC(=O)C2CCCN(S(=O)(=O)c3ccc4c(ccn4C)c3)C2)cc1 (stereo not drawn)	?	4%
Cc1ccc(N2CC(C(=O)NCCS(=O)(=O)N3CCN(c4ccc(F)cc4)CC3)CC2=O)cc1 (stereo not drawn)	2%[46 µM]	3%
Cc1ccccc1OCc1ccc(-c2nc(C#N)c(NCCCN(C)C)o2)o1	?	-13%
CC(C)CCNC(=O)c1ccc(Cn2c(SCC(N)=O)nc3ccccc3c2=O)cc1	-8%[46 µM]	-6%
CCOc1ccc(Sc2cc(C(=O)NC(C)CC)c3ccccc3n2)cc1 (stereo not drawn)	8%[46 µM]	-5%
Cc1cccc(CNC(=O)c2cnc3c(-c4cccc(C)c4)c(C)nn3c2C)c1	-6%[46 µM]	-9%
CC(=O)Nc1nnc(SCc2cc(=O)c3cc(C)ccc3[nH]2)s1	-15%[46 µM]	-8%
Cc1ccc(S(=O)(=O)N2CCN(C(=O)c3cc(-c4ccc(Br)cc4)n[nH]3)CC2)c(C)c1	8%[46 µM]	-7%
COc1cccc(OC)c1C(=O)NCCc1csc(-c2ccc(Cl)cc2)n1	-4%[46 µM]	-3%
CN1CCN(C(=O)c2ccc3c(c2)N(Cc2cccc(Cl)c2)C(=O)c2ccccc2S3(=O)=O)CC1	10%[46 µM]	-3%
COc1ccc(-c2nc3scc(CCNC(=O)Cc4ccc(F)cc4)n3n2)cc1	?	-8%
Cc1ccc(C(=O)Nc2nnc(S(=O)(=O)N3c4ccccc4CC3C)s2)cc1 (stereo not drawn)	-15%[46 µM]	?
COc1ccc2cc(C(=O)NCc3ccc4c(c3)CCN4C(=O)c3ccc(C)cc3)[nH]c2c1	?	-2%
CN(C(=O)CSc1nnc(NC(=O)Nc2ccccc2)s1)c1ccccc1	-16%[46 µM]	3%
Cc1ccccc1OCC(=O)Nc1nnc(SCc2cc(=O)n3cccc(C)c3n2)s1	-4%[46 µM]	0%
Cc1ccc(C)c(NC(=O)CSc2nc(-c3ccccc3)c(C#N)c(=O)[nH]2)c1	-12%[46 µM]	-6%
COc1ccc(N(CC(C)C)S(=O)(=O)c2nnc(NC(=O)c3cccs3)s2)cc1	-9%[46 µM]	-11%
COc1ccc(-c2ccc(=O)n(CC(=O)Nc3ccc(N(C)C)cc3)n2)cc1	-14%[46 µM]	?
O=C(CSc1nc(=O)[nH]c2c1CCCC2)Nc1cc(C(F)(F)F)ccc1Cl	?	2%
CCOc1ccccc1NC(=O)Cn1c(=O)nc(-c2ccccc2F)c2cc(Cl)ccc21	?	?
Cc1ccc(Cl)cc1N1CCN(C(=O)c2ccc(NC(=O)c3nsc4ccccc34)cc2)CC1	-3%[46 µM]	-8%
COc1ccc(OC)c(-c2noc(N3CCN(c4cc(Cl)ccc4C)CC3)n2)c1	-9%[46 µM]	-10%
Cc1csc2nc(-c3cccc(NC(=O)c4ccc(S(N)(=O)=O)cc4)c3)cn12	-7%[46 µM]	2%
Cc1oc(-c2ccccc2)nc1CNS(=O)(=O)c1ccc(Cl)cc1	?	6%
CCOC(=O)c1c(C)[nH]c(CCC(=O)NCCCN2CCN(c3ccc(F)cc3)CC2)c1C	-13%[46 µM]	-17%
CCOC(=O)CSc1nc2ccc(NC(=O)COc3ccccc3C)cc2s1	12%[46 µM]	-17%
COc1cc(CN2CCc3nc(Nc4ccc5c(c4)OCCO5)ncc3C2)cc(OC)c1OC	-9%[46 µM]	-15%
COc1cc(Cl)c(NC(=O)CCS(=O)(=O)c2ccc3c(c2)NC(=O)CO3)c(OC)c1	8%[46 µM]	-10%
COc1ccc(C(=O)N2CCc3cc(OC)c(OC)cc3C2COc2ccccc2OC)cc1 (stereo not drawn)	-2%[46 µM]	-12%
Cc1ccc(C)c(NC(=O)c2cnn(-c3ccc(F)cc3F)c2C2CCNCC2)c1	?	-6%
COCCCNC(=O)CSc1nc2cc3c(cc2c(=O)n1CCCCCC(=O)NCc1ccc(OC)cc1)OCO3	0%[46 µM]	16%
Cc1ccc(C)c(CN2C(=O)c3ccccc3Sc3ccc(C(=O)NC4CCCC4)cc32)c1	-3%[46 µM]	-1%
O=C(NCc1ccc2c(c1)OCO2)c1ccc2c(c1)N(Cc1cccc(Cl)c1)C(=O)c1ccccc1S2=O (stereo not drawn)	4%[46 µM]	8%
CN(C)c1ccc(CNC(=O)c2cnc3sc(N4CCOCC4)nn3c2=O)cc1	-14%[46 µM]	2%
COC(=O)CSc1nnc(-c2cccc(O)c2)o1	?	-8%
COc1cc(Cl)c(NC(=O)CCS(=O)(=O)c2cc3c(cc2Cl)NC(=O)CO3)c(OC)c1	9%[46 µM]	3%
Cc1c(C(=O)Nc2ccccc2Cl)oc2ccc(S(=O)(=O)N3CCCCC3)cc12	10%[46 µM]	1%
COc1cc(C2C(=O)N(C3CCC(C)CC3)CC(=O)N2CCc2ccc(Cl)cc2)ccc1OC(C)C (stereo not drawn)	-10%[46 µM]	-8%
CCc1ccccc1NC(=O)Cn1c(=O)c2cccn2c2ccc(F)cc21	-6%[46 µM]	3%
COc1ccccc1C(=O)Nc1ccccc1C(=O)OCc1cc(=O)n2ccsc2n1	15%[46 µM]	-3%
Cc1ccc(CNc2oc(-c3ccc(COc4ccc(Cl)cc4)o3)nc2C#N)cc1	22%[46 µM]	8%
O=C(Nc1ccc(F)cc1)C1CCN(c2nc3ccccc3n3cccc23)CC1	?	-10%
COC(=O)c1ccc(NC(=O)C(=O)NCC(c2cccnc2)N2CCN(c3ccccc3)CC2)cc1 (stereo not drawn)	-15%[46 µM]	?
Cc1ccc(C(=O)Nc2ccc3c(c2)N(C)C(=O)c2ccccc2S3)cc1	?	0%
Cc1nc2c(C(=O)NCCCN(CC(C)C)CC(C)C)cnn2c(C)c1Cc1c(F)cccc1Cl	-7%[46 µM]	-15%
COc1ccc(CCC(=O)NCc2nc3cccnc3n2Cc2ccc(F)cc2)cc1	7%[46 µM]	4%
Cc1ccc(CN2CCc3nc(N4CCN(C)CC4)ncc3C2)s1	9%[46 µM]	-9%
COc1cc(Nc2ncc3c(n2)CCN(Cc2ccc(OC(C)C)c(OC)c2)C3)cc(OC)c1	?	?
CCOc1ccc(S(=O)(=O)NCc2ccc3c(c2)CCN3C(=O)c2ccc(C)cc2)cc1	?	-7%
Cc1cc(C)c(NC(=O)Cn2c(=O)c3cccn3c3ccccc32)c(C)c1	?	?

(listing goes on)
SMILES	Lamin A splicing	Tau fibril ThT
CCC(C)NC(=O)CSc1nc2cc3c(cc2c(=O)n1CCCCCC(=O)NCc1ccc(OC)cc1)OCO3 (stereo not drawn)	8%[46 µM]	6%
Cc1ccc(-n2cnc3cc(C(=O)NC4CCCCCC4)ccc32)cc1Cl	-21%[46 µM]	?
Cc1ccc(Cn2c(CNC(=O)Cc3cccc(C)c3)nc3cccnc32)cc1	-16%[46 µM]	-4%
Cc1cc2c(cc1NC(=O)c1ccccc1C)n(C)c(=O)c(=O)n2C	-14%[46 µM]	-7%
Cc1cccc(NC(=O)c2cc3c([nH]c2=O)CC(c2ccccc2)CC3=O)c1 (stereo not drawn)	-3%[46 µM]	-5%
O=C(Cc1ccc(Cl)cc1)NCC(c1cccs1)S(=O)(=O)c1ccc(Cl)cc1 (stereo not drawn)	?	-6%
COc1ccc(-c2nc3scc(CCNS(=O)(=O)c4cc(F)ccc4OC)n3n2)cc1OC	?	-10%
CC1=C(C(=O)Nc2cccc(C(F)(F)F)c2)C2(CCCCCC2)OC1=O	-2%[46 µM]	6%
CCC(=O)Nc1ccc(S(=O)(=O)NCc2cccn2Cc2cccc(C)c2)cc1	-2%[46 µM]	-3%
Cc1ccc(N2C(=O)CSC23C(=O)N(CC(=O)NCc2ccccc2)c2ccccc23)cc1C (stereo not drawn)	-12%[46 µM]	-8%
O=C(Nc1ccc2c(c1)CCCN2C(=O)c1cccs1)c1cccc(C(F)(F)F)c1	?	-7%
Cc1ccc(CNC(=O)C2CCCN(S(=O)(=O)c3cn(C)cn3)C2)cc1 (stereo not drawn)	-3%[46 µM]	3%
O=C(CN1C(=O)CC(c2ccc(F)cc2)=Nc2ccccc21)NCc1ccccc1Cl	?	4%
CCOc1ccccc1C(=O)N(Cc1cccs1)c1ccc(Cl)cc1	-2%[46 µM]	?
Cc1ccc(NC(=O)CN2CCSc3ccc(S(=O)(=O)N4CCCC4)cc32)cc1	?	6%
Cc1ccc(N2CCN(C(=O)Cc3c(C(=O)O)c(C)cn3C)CC2)c(C)c1	-9%[46 µM]	-4%
Cc1ccc(Cl)cc1-n1ncc2c(N3CCCCCC3)ncnc21	?	-6%
O=C(Nc1cccc(Cl)c1)c1cc(-c2ccccc2)on1	-5%[46 µM]	-12%
COc1ccc(-c2nnc(SCC(=O)Nc3cccc(F)c3)s2)cc1	-6%[46 µM]	?
O=C(Nc1nnc2n1CCS2)c1ccc(F)cc1F	14%[46 µM]	-8%
CCc1ccc(NC(=O)C(=O)NCC(c2cccnc2)N2CCN(C)CC2)cc1 (stereo not drawn)	?	?
COc1ccccc1-c1nn2c(=O)cc(CN3CCN(C(=O)/C=C/c4ccccc4)CC3)nc2s1	-12%[46 µM]	?
CSc1ncc(C(=O)NCc2ccc(F)cc2)c(-c2ccccc2)n1	17%[46 µM]	9%
CCc1ccc(CNC(=O)c2ccc3nc(C(C)C)oc3c2)cc1	2%[46 µM]	-15%
COc1cccc(CNC(=O)C2(c3cccs3)CCOCC2)c1	6%[46 µM]	-9%
COc1ccc(NC(=O)CN(C)S(=O)(=O)c2ccc3[nH]c4c(c3c2)CCCC4)cc1Cl	?	-9%
Cc1oc2c(c1C(=O)Nc1cccc(Br)c1)C1=NCCN1C=N2	-4%[46 µM]	-9%
Cc1c(C(=O)Nc2ccccc2Cl)oc2ccc(S(=O)(=O)N3CCCCCC3)cc12	?	7%
O=C(NCCc1csc(-c2ccc(F)cc2)n1)c1ccc(Br)o1	11%[46 µM]	?
COc1ccc(-c2c(C)c3ccc(O)c(CN4CCOCC4)c3oc2=O)cc1OC	?	?
Cc1cccc(N2CCN(C(=O)c3cnn(-c4ccccc4)c3C3CCN(C(=O)OC(C)(C)C)CC3)CC2)c1C	?	?
CCOCCSc1c(C)cnc2c1c(=O)n(C)c(=O)n2C	?	-4%
O=C(CCn1c(=O)c2cccn2c2ccc(F)cc21)NCCc1ccc(Cl)cc1	8%[46 µM]	-8%
COCCn1c(SCC(=O)Nc2ccc(Br)cc2)nc2c([nH]c3ccccc32)c1=O	8%[46 µM]	-10%
CCCn1cc(S(=O)(=O)c2ccc(CC)cc2)c(=O)c2cc(F)c(N3CCN(C)CC3)cc21	0%[46 µM]	-7%
Cc1cccc(OCC(=O)NCc2ccc3c(c2)CCN3C(=O)c2ccccc2)c1	1%[46 µM]	-12%

Quoted at random: 7 records from the list, in no set order.
SMILES	Lamin A splicing	Tau fibril ThT
O=C(CCn1c(=O)c2cccn2c2ccc(F)cc21)NCCc1ccc(Cl)cc1	8%[46 µM]	-8%
CC(C)CCNC(=O)c1ccc(Cn2c(SCC(N)=O)nc3ccccc3c2=O)cc1	-8%[46 µM]	-6%
Cc1ccc(-n2cnc3cc(C(=O)NC4CCCCCC4)ccc32)cc1Cl	-21%[46 µM]	?
Cc1ccc(N2C(=O)CSC23C(=O)N(CC(=O)NCc2ccccc2)c2ccccc23)cc1C (stereo not drawn)	-12%[46 µM]	-8%
CCOCCSc1c(C)cnc2c1c(=O)n(C)c(=O)n2C	?	-4%
O=C(Nc1ccc(F)cc1)C1CCN(c2nc3ccccc3n3cccc23)CC1	?	-10%
O=C(CN1C(=O)CC(c2ccc(F)cc2)=Nc2ccccc21)NCc1ccccc1Cl	?	4%

One compound at a time (already shown):
Profile of COc1ccc2cc(C(=O)NCc3ccc4c(c3)CCN4C(=O)c3ccc(C)cc3)[nH]c2c1 = Lamin A splicing = ?; Tau fibril ThT = -2%
Profile of COc1ccc(OC)c(-c2noc(N3CCN(c4cc(Cl)ccc4C)CC3)n2)c1 = Lamin A splicing = -9%[46 µM]; Tau fibril ThT = -10%
